H9c2 TAG inh: inhibitors of triacylglycerol accumulation, primary screen, cell-based, uHTS, fluorescence, H9c2 | AID 651582, 2012 | inhibition, % at 12.5 µM | 230,000 tested, 0.66% active | H9c2 cells, Nile Red lipid (TAG) fluorescence; cells loaded with 200 µM oleic acid;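 active = pattern-corrected inhibition of lipid staining of at least 50% with the nuclear-stain viability signal not falling by more than 50%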;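 also: 0% = DMSO wells and 100% = triacsin C control wells; some results filed as inactive read as strong as hits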
H9c2 TAG inh DAPI viability: also measured in H9c2 TAG inh; calls as there; DAPI nuclei signal change (viability), lower = more cytotoxic, %;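 whole-well DAPI fluorescence read on a plate reader as a viability signal; minus 50 percent equals half of cells still viable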
An asterisk follows results filed as active.

Under each structure: H9c2 TAG inh | H9c2 TAG inh DAPI viability
- O=C(NCCCN1CCCCCC1)c1ccc2c(Cl)c3c(nc2c1)CCCC3
  2 | 14
- O=C(OCC(=O)N1CCc2ccccc21)c1ccc([N+](=O)[O-])o1
  7 | -6
- OCCCNc1ncnc2[nH]ncc12
  -5 | -1
- COc1cc(/C=N/NC(=O)c2ccncc2)ccc1OCc1cnc(Cl)s1
  7 | -1
- O=C(Nc1ccc(Cl)cc1)c1cc(-c2cccs2)on1
  -6 | 4
- Cc1noc(C)c1CSc1nnc(-c2ccncc2)n1-c1ccc(Cl)c(Cl)c1
  -1 | 3
- COC(=O)c1ccc(OCC(O)CNC2CCCC2)cc1 (stereo not drawn)
  8 | -3
- Cc1ccc(S(=O)(=O)c2nc(NN(C)C)sc2Cl)cc1
  -38 | 8
- O=C(N/N=C/CCc1ccccc1)c1ccccc1
  -13 | 1
- CCC(C)(C)NC(=O)C(c1ccc(C)cc1)N(Cc1cccnc1)C(=O)c1csnn1 (stereo not drawn)
  -9 | 12
- Cc1ccc(C)c(S(=O)(=O)Nc2cc3c4c(c2)CC(=O)N4CCC3)c1
  -17 | 4
- CC1CCN(C(=O)CSc2nnc(Cn3c(=O)sc4ccccc43)n2C)CC1
  -14 | 0
- CN(C(=O)c1ccc2c(c1)OCO2)C1(C(=O)NC2CCCC2)CCCCC1
  -4 | -2
- O=c1[nH]nc(-c2ccc(F)cc2)cc1Cc1cccs1
  1 | 7
- O=C(NC(c1ccccc1)c1ccsc1)C1CCN(CCOc2ccc(Cl)cc2Cl)CC1 (stereo not drawn)
  0 | 48
- CCOC(=O)N1CCC(N2C(=O)c3ccccc3C2Nc2cc(Cl)c(OC)cc2OC)CC1 (stereo not drawn)
  14 | -12
- CSc1nc2nccc(-c3ccc(Cl)cc3)n2n1
  2 | -2
- Cc1cc(NC(=O)CSCC(=O)N(C)Cc2cccc(Cl)c2)no1
  6 | -9
- O=C(N=Nc1c(O)[nH]c2ccccc12)c1ccco1
  18 | -10
- COc1ccccc1N1CCN(CCOc2c(OC)cccc2OC)CC1
  1 | 14
- O=C1CCC(=O)N1OCCCCOc1ccccc1
  19 | -14
- COc1cccc(NC(=O)CN(C)CC(=O)NCc2ccc(F)cc2)c1
  3 | -2
- Cc1cc(C)c2[nH]c(C(=O)Nc3ccc4c(c3)OCO4)cc2c1
  -7 | -2
- O=C(COc1ccc(S(=O)(=O)N2CCOCC2)cc1)Nc1ccc(Br)cc1
  -4 | 0
- O=C(Nc1ccc(S(=O)(=O)NC2=NCCCCC2)cc1)c1cc(F)c(F)cc1Cl
  2 | -3
- Cc1cccc(C2c3[nH]c4ccccc4c3CCN2Cc2cccn2-c2ncccn2)c1 (stereo not drawn)
  28 | -18
- COC(=O)[C@H]1C[C@H](OC(=O)NCc2ccccc2F)[C@@]2(O)CN(S(=O)(=O)c3ccc(C)cc3)CC2[C@H]1C(=O)OC (stereo partly drawn)
  13 | -12
- COc1ccc(-c2ccc(F)cc2)cc1[C@H]1[C@H]2C=CC[C@@H](C)[C@@H]2C(=O)N1Cc1ccccc1
  1 | 6
- CSCc1ccc(C(=O)Nc2ccc(C(N)=O)cc2)cc1
  10 | -2
- S=c1[nH]nc(-c2ccccn2)n1/N=C/c1ccc(-c2ccccc2Cl)o1
  7 | 0

Seven entries picked at random from those above, as already listed:
Under each structure: H9c2 TAG inh | H9c2 TAG inh DAPI viability
- COc1ccccc1N1CCN(CCOc2c(OC)cccc2OC)CC1
  1 | 14
- O=C(NCCCN1CCCCCC1)c1ccc2c(Cl)c3c(nc2c1)CCCC3
  2 | 14
- Cc1ccc(S(=O)(=O)c2nc(NN(C)C)sc2Cl)cc1
  -38 | 8
- O=C(OCC(=O)N1CCc2ccccc21)c1ccc([N+](=O)[O-])o1
  7 | -6
- CCOC(=O)N1CCC(N2C(=O)c3ccccc3C2Nc2cc(Cl)c(OC)cc2OC)CC1 (stereo not drawn)
  14 | -12
- Cc1ccc(C)c(S(=O)(=O)Nc2cc3c4c(c2)CC(=O)N4CCC3)c1
  -17 | 4
- Cc1cc(NC(=O)CSCC(=O)N(C)Cc2cccc(Cl)c2)no1
  6 | -9

Next section.
Under each structure: H9c2 TAG inh | H9c2 TAG inh DAPI viability
- CCc1noc(C)c1C(=O)N1CCCC(N2CCN(c3ccc(F)cc3)CC2)C1 (stereo not drawn)
  2 | -1
- O=C(CSc1ccc2nnc(-c3ccccn3)n2n1)Nc1ccccc1
  -3 | -1
- COc1ccc(N=c2oc3ccc(OC)cc3cc2-c2nc3ccccc3[nH]2)cc1
  49 | -23
- Cc1ccc(OCc2nnc(N)s2)cc1
  4 | -12
- Cc1cc(C)nc(NC(=O)c2c(-c3c(Cl)cccc3Cl)noc2C)n1
  -5 | -2
- N#CNC(=Nc1ccccc1F)SCc1ccc(C(=O)O)cc1
  16 | 4
- O=[N+]([O-])c1ccccc1-c1ccc(C(=S)N2CCCC2)o1
  20 | -20
- CCCCC(NC(C)=O)c1nc2ccccc2n1CCC (stereo not drawn)
  -5 | 3
- COc1ccc(S(=O)(=O)Nc2cccc3c2O[C@H](CN(C)Cc2ccc(-c4ccccc4)cc2)[C@@H](C)CN([C@H](C)CO)C3=O)cc1
  -13 | 6
- CC(=O)c1cccc(NC(=O)c2cc(C(C)C)on2)c1
  -9 | -1
- CCOC(=O)/C=C/C(=O)OCC(=O)N1CCN(C(=O)c2ccco2)CC1
  4 | 3
- CCOc1ccc(S(=O)(=O)Nc2ccccc2SC)c2cccnc12
  13 | -5
- CC(C)NC(=O)C(=O)NCc1ccccn1
  -6 | 2
- Cc1cccc(OCC(=O)N/N=C/c2ccc3c(c2)OCO3)c1
  7 | 10
- CCOC(=O)C1CCCN(CCCc2ccccc2)C1 (stereo not drawn)
  -8 | -6
- Cc1ccc(C(=O)NNC(=O)c2n[nH]c(=O)c3ccccc23)cc1C
  19 | -9
- CCOc1ccc(C(=O)CC(C(=O)O)N2CCCCC2)cc1 (stereo not drawn)
  -15 | 2
- CCOC(=O)NC(=O)c1cn(CCN(C)C)c(=O)[nH]c1=O
  11 | 6
- COc1cc(OC)cc(OCC(O)Cn2cnc3cc(C)c(C)cc32)c1 (stereo not drawn)
  -5 | 8
- Cc1cc(NCc2cccnc2)no1
  2 | 2
- COc1ccc(C)cc1N(CC(=O)Nc1ccc2c(c1)OCCO2)S(C)(=O)=O
  -14 | 4
- O=C(CCNC(=O)c1ccc(Br)cc1)Nc1ccc(S(=O)(=O)N2CCCCC2)cc1
  -6 | -4
- Clc1ccccc1-c1nnc(CNC2CC2)o1
  -5 | -2
- Cc1cccc2c(-c3ccccc3)cc(=O)[nH]c12
  -22 | 1
- C=CCNC(=O)CSCc1ccc(Br)cc1
  -3 | 4
- CC1(C(=O)Nc2cccnc2)Cc2c(-c3ccccc3)ccnc2O1 (stereo not drawn)
  -3 | 3
- Cc1ccc(C)c(OCc2cc(C(=O)N3CCN(c4cnccn4)CC3)no2)c1
  6 | 2
- CCOC(=O)C1=C(COC(=O)C2CC(=O)N(c3ccccc3F)C2)NC(=O)NC1C (stereo not drawn)
  17 | -9
- N#C/C(=N\Nc1ccc(F)cc1)C(=O)C1CC1
  -4 | 2
- CCN(CC(=O)Nc1c(F)cccc1F)C(=O)Cn1[nH]c(=O)c2ccccc2c1=O
  15 | -2

Compound profiles, from the list above:
Shown for COc1ccc(S(=O)(=O)Nc2cccc3c2O[C@H](CN(C)Cc2ccc(-c4ccccc4)cc2)[C@@H](C)CN([C@H](C)CO)C3=O)cc1 = H9c2 TAG inh: -13; H9c2 TAG inh DAPI viability: 6
Shown for N#C/C(=N\Nc1ccc(F)cc1)C(=O)C1CC1 = H9c2 TAG inh: -4; H9c2 TAG inh DAPI viability: 2
Shown for COc1ccc(C)cc1N(CC(=O)Nc1ccc2c(c1)OCCO2)S(C)(=O)=O = H9c2 TAG inh: -14; H9c2 TAG inh DAPI viability: 4

(next part)
| Compound | H9c2 TAG inh | H9c2 TAG inh DAPI viability |
| --- | --- | --- |
| CN1c2ccccc2C(=O)/C(=C\Nc2ncccn2)S1(=O)=O | -2 | -7 |
| COc1ccc(C(=O)NNC(=O)CCn2nnc(-c3ccc(C)cc3)n2)cc1OC | -12 | 5 |
| Cc1ccc(OCCC(=O)NNC(=O)c2ccc(Br)cc2)cc1 | -24 | -3 |
| COc1ccc2c(c1)c(=O)c(C(=O)c1ccc(F)cc1)cn2CC(=O)Nc1ccc(F)cc1 | -12 | -8 |
| Cc1ccc(C(=O)NCCSC(C)(C)C)cc1 | -16 | 7 |
| CCOC(=O)CCCCCC(=O)Nc1ccc2c(c1)C(=O)N([C@@H](C)CO)C[C@H](C)[C@H](CN(C)C(=O)Nc1ccc(C(F)(F)F)cc1)OCCCC[C@H](C)O2 | -2 | -3 |
| Fc1cccc(CN2CCSCC2)c1 | 2 | 49 |
| CCOC(=O)c1c(NC(=O)COC(=O)CNC(=O)c2ccc(Cl)cc2Cl)sc(C(=O)N(C)C)c1C | 21 | -4 |

More entries follow.
| Compound | H9c2 TAG inh | H9c2 TAG inh DAPI viability |
| --- | --- | --- |
| COc1ccc(-c2cc(-c3ccc(N)cc3)nc(N)c2C#N)cc1OC | 22 | 172 |
| Cc1csc(NC(=O)C2CCN(S(=O)(=O)c3ccccc3F)CC2)n1 | 1 | 5 |
| Cc1ccc2nc(/C=C/c3cccc(F)c3)ccc2c1 | -11 | 5 |
| O=C(Nc1ccc(Br)cn1)c1ccc2nccnc2c1 | 8 | 5 |
| COC(=O)c1ccccc1NS(=O)(=O)c1cn(C)c(=O)n(C)c1=O | 8 | -5 |
| CCCCN(CC)CCCNC(=S)Nc1ccc2nc(N3CCN(C)CC3)cc(C)c2c1 | 11 | 21 |
| COc1ccc(OC)c(/C=N/n2c(-c3n[nH]c4c3CCC4)n[nH]c2=S)c1 | 6 | -8 |
| Cc1nc(-c2ccc(C(=O)NCCO)cc2)cs1 | 13 | 5 |

The results go on:
| Compound | H9c2 TAG inh | H9c2 TAG inh DAPI viability |
| --- | --- | --- |
| COC(=O)C1CCN(C(=O)COC(=O)c2cc(-c3ccccc3)nc3ccc(OC)cc23)CC1 | 10 | 24 |
| O=C(CSc1nnc2ccccn12)NNC(=O)c1ccccc1 | 3 | 5 |
| COc1ccc(CCC(=O)NCc2cn3ccc(C)cc3n2)cc1 | 8 | -8 |
| Cc1ccc(C(=O)Nc2cccc(S(=O)(=O)N3CCOCC3)c2)cc1[N+](=O)[O-] | -7 | 6 |
| COCc1cc(C)nc(SCC(=O)Nc2cc3c(cc2C#N)OCO3)c1C#N | -9 | 5 |
| O=CNc1ccc2c(c1)Cc1cc([N+](=O)[O-])ccc1-2 | 14 | -18 |
| CCN(C(=O)COC(=O)c1ccccc1SCC(=O)N1CCCC1)C1CCS(=O)(=O)C1 (stereo not drawn) | 15 | 0 |
| CC(=O)Nc1ccc(NC(=O)CN(c2cc(Cl)ccc2Cl)S(C)(=O)=O)cc1 | 1 | -5 |

Later entries:
| Compound | H9c2 TAG inh | H9c2 TAG inh DAPI viability |
| --- | --- | --- |
| COc1ccc(C(CNC(=O)CCNC(=O)c2ccccc2OC)N2CCCC2)cc1 (stereo not drawn) | 8 | 3 |
| CN(Cc1nc2ccccc2c(=O)[nH]1)C(=O)C1CC(=O)N(c2cccc3ccccc23)C1 (stereo not drawn) | -1 | -5 |
| Cc1cc(C)nc(N2CCC(C(=O)NCCc3ccc(Cl)cc3)CC2)n1 | 0 | 0 |
| NS(=O)(=O)c1ccc(CCNC(=O)/C=C/c2ccc(S(=O)(=O)N3CCOCC3)cc2)cc1 | 7 | -7 |
| Cc1cc(C(=O)CN2C(=O)C(=O)N(Cc3ccccc3)C2=O)c(C)n1CC1COc2ccccc2O1 (stereo not drawn) | -7 | 3 |
| COc1cc(C(=O)Nc2ccc3c(c2)OCO3)ccc1OCc1c(C)noc1C | 6 | -3 |
| Cc1ccc(NC(=O)CN(C)C(=O)c2cc3ccccc3o2)cc1 | -9 | 0 |
| CC(=O)Nc1sc(C)c(C)c1C(=O)OCC(=O)Nc1ccc(S(N)(=O)=O)cc1 | -5 | 5 |

More structures.
| Compound | H9c2 TAG inh | H9c2 TAG inh DAPI viability |
| --- | --- | --- |
| COCCN(CCOC)C(=O)c1ccc(CSc2nc3ccccc3s2)cc1 | -12 | 5 |
| Cc1ccc(S(=O)(=O)CCC(=O)NC2CCCC2)cc1 | 23 | -5 |
| O=c1[nH]c(CSc2ncc(C(F)(F)F)cc2Cl)nc2cc(C(F)(F)F)ccc12 | -3 | 8 |
| O=C(Nc1ccccc1)Nc1snnc1C(=O)Nc1cccc(O)c1 | 8 | -9 |
| COc1cccc(CNC(=O)c2cc(S(=O)(=O)N3CCOCC3)ccc2N2CCCC2)c1 | -2 | 6 |
| COCCNC(=O)c1ccc(CS(=O)(=O)c2ccc(Cl)cc2)o1 | 0 | 2 |
| CC(C)CCn1c(=O)c2ccccc2n2c(CN3CCCC3)nnc12 | -21 | 2 |
| COc1cccc(N2CCN(S(=O)(=O)c3cccc4nsnc34)CC2)c1 | -16 | 10 |

Remaining list, next part.
| Compound | H9c2 TAG inh | H9c2 TAG inh DAPI viability |
| --- | --- | --- |
| Cc1cc(=O)nc2c3ccccc3n(C(C)C(=O)Nc3cc(F)ccc3F)n12 (stereo not drawn) | -13 | 3 |
| O=C(Nc1cccc(C(=O)N2CCOCC2)c1)c1ccccc1Cl | 9 | -6 |
| CCS(=O)(=O)N1CCN(C(=O)C(c2ccccc2)c2ccccc2)CC1 | 4 | -12 |
| CC(C)(C)C(=O)Nc1nnc(CCc2ccccc2)s1 | -6 | 4 |
| Cn1cc(S(=O)(=O)N2CCC3(CC2)OCCO3)c(=O)n(C)c1=O | 8 | -5 |
| Cc1onc(-c2c(F)cccc2Cl)c1C(=O)c1ccc(F)cc1 | 1 | 3 |
| O=C(NC1=NCCS1)C1CC(=O)N(c2ccccc2)C1 (stereo not drawn) | -11 | 1 |
| Cn1c(N)c(C(=O)COC(=O)c2ccc(OC(F)F)cc2)c(=O)n(C)c1=O | 3 | -11 |
| Cc1c(Cl)c([N+](=O)[O-])nn1CCCC(=O)Nc1cccnc1 | -1 | 4 |
| CC(=O)Nc1cc2c3c(cccc3c1)-c1ccccc1-2 | -54 | 27 |
| Cc1c(C(=O)NNC(=O)c2ccccc2O)oc2ccccc12 | -3 | -8 |

These rows are one share of the data; the hit share may differ from the screen's.
